Assay outcomes from PubChem BioAssay.
MrgX1 PAM: positive allosteric modulators of MrgX1, primary screen, HEK293 cells, Fluo-4 calcium flux; Mas-related G-protein coupled receptor member X1 (Homo sapiens), Q96LB2; FDSS; hits give high values; B-score at 10 µM; 310,000 compounds, 0.63% hits; AID 588675, 2011;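 active = plate-corrected calcium response at least 3 library SD above typical, normal starting fluorescence, not activating the receptor alone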;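 note: compound read alongside a low EC10 to EC30 dose of BAM8-22 agonist; peak minus trough fluorescence over baseline measured at the second addition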
MrgX1 agonist: agonists of human MrgX1 receptor, primary screen, HEK293 cells, Fluo-4 calcium flux; Mas-related G-protein coupled receptor member X1 (Homo sapiens), Q96LB2; 310,000 compounds, 0.44% hits; AID 588627, 2011; Fluo-4 calcium fluorescence, agonist mode; hits give high values; B-score at 10 µM;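 active = calcium response B-score plate-corrected fluorescence ratio at least 3 library SD, with starting fluorescence B-score inside 5 SD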
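times = overnight plating, then 30 min 37 °C plus 30 min room-temperature dye loading | assay system = stable human MrgX1 HEK293 cell line | input = fifteen thousand cells per well | signal = kinetic calcium dye fluorescence, Fluo-4 NW | dosing = compound delivered in addition one of three | read-out = B-scored fluorescence response ratio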
AI-2 QS mod: Vibrio harveyi AI-2 quorum sensing modulators, primary screen, JMH597 strain, luminescence/OD600 ratio; Vibrio harveyi JMH597 AI-2 luminescence/OD600 ratio, 9 h; hits give low values; strain lacks LuxN and CqsS sensors; 0 = neutral-control median; 300,000 compounds, 0.4% hits; activity change, % at 7.5 µM; in the data active = activity change below about -75%, passing the limit was not always enough; inconclusive = no clear call, values can overlap the other calls;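 note: luminescence divided by OD600 gain over 9 h not by final OD600 alone; inactives centre near 13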
HIF activator: HIF pathway transcriptional activators, primary screen, cell-based, U2OS HRE-luciferase, luminescence | U2OS HRE-luciferase reporter; normalized: DMSO 0%, desferrioxamine 100% | 300,000 compounds, 0.32% hits | activation, % at 7.5 µM (by protocol);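 active = mean activation of at least 10% of the iron chelator positive control signal, with at least half of replicates also reaching 10%; inconclusive = mean and replicate majority disagree about reaching 10%; inactive = mean and most replicates under 10%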
TRPC4 inh: inhibitors of mouse TRPC4 channel, primary screen, Fluo4 calcium, HEK293 TRPC4beta/mu-opioid cells; Short transient receptor potential channel 4 (Mus musculus), Q9QUQ5; DAMGO-evoked Fluo4 calcium flux; hits give low values; B-score at 10 µM; 300,000 compounds, 0.39% hits; AID 2247, 2010;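 active = B-score over 3 SD under the library average, no early fluorescence shift, positive overall ratio signal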
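material = TRPC4beta/mu-opioid receptor HEK293 cell line | probe or stimulus = sequential submaximal and maximal DAMGO stimulation | compound dosing = one concentration per compound | measured by = Fluo4 Ca2+ flux fluorescence | evaluation = integrated fluorescence ratio relative to baseline, converted to per-well B score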
MrgX1 antagonist: antagonists of human MrgX1 receptor, primary screen, HEK293 cells, Fluo-4 calcium flux. Mas-related G-protein coupled receptor member X1 (Homo sapiens), Q96LB2. 310,000 compounds, 1.3% hits. AID 588676, 2011. B-score at 10 µM. BAM8-22 antagonism; hits give low values;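 active = calcium-response B-score plate-corrected more than 3 library SD below zero, starting fluorescence within 5 deviations, no agonist response on first addition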;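 note: peak minus trough fluorescence over baseline after final BAM8-22 challenge near maximal dose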
PolyA inh: polyadenylation inhibitors in yeast reporter cells, primary screen, luminescence, S. cerevisiae; 300,000 compounds, 0.02% hits; S. cerevisiae SKY197-pL101 polyadenylation reporter, beta-gal luminescence; efflux-impaired pdr1/pdr3 knockout yeast; score 100 = 6 SD above DMSO; calls only at 12 µM;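 active = lowest replicate activity score at least 50, where 100 means six control SD above control mean; inconclusive = lowest score under 50 but half or more replicates reach 50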;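 note: yeast exposed to compound for 9 h at 30 °C; higher score means more reporter readthrough which indicates perturbed polyadenylation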
TRPC4 agonist: activators of mouse TRPC4 channel, primary screen, Fluo4 calcium, HEK293 TRPC4beta/mu-opioid cells | B-score at 10 µM | Fluo4 calcium fluorescence; hits give high values | Short transient receptor potential channel 4 (Mus musculus), Q9QUQ5 | 310,000 compounds, 0.49% hits;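 active = B-score above 5 SD of library B-scores, and initial fluorescence ratio not above library mean plus 5 SD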;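 note: positive B-score marks a calcium rise read as TRPC4 activation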
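system = HEK293 cells stably co-expressing mouse TRPC4beta and mu-opioid receptor | schedule = Fluo4 dye loading 45 min at room temperature, 110 s recording | measure = B-scored integrated calcium fluorescence ratio | signal = Fluo4 calcium-sensitive dye fluorescence, kinetic, 1 Hz baseline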
TRPC4 potent: positive allosteric modulators of TRPC4, primary screen, cell-based, mouse TRPC4beta, HEK293 mu-opioid, Fluo-4 calcium | 310,000 compounds, 0.42% hits | AID 2227, 2009 | B-score at 10 µM | DAMGO EC20, Fluo-4 Ca2+ flux; hits give high values;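 active = B-score of calcium response area above 5 SD of library B-scores, with initial fluorescence ratio within 5 SD of library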;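 note: B-score of integrated fluorescence ratio over time as area under calcium response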
TRPC6 inh: mouse TRPC6 channel inhibitors, primary screen, cell-based, HEK293, membrane potential dye | Short transient receptor potential channel 6 (Mus musculus), Q61143 | ACh-evoked depolarization; hits give low values | B-score at 10 µM | 310,000 compounds, 1.1% hits;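 active = B-score under library mean minus 3 SD, initial fluorescence not abnormally high, positive integrated signal ratio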;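 note: B-score derived from integrated fluorescence ratio over the kinetic read; more negative B-score means stronger inhibition of depolarization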
Target sequence (Q61143 whole entry, looked up): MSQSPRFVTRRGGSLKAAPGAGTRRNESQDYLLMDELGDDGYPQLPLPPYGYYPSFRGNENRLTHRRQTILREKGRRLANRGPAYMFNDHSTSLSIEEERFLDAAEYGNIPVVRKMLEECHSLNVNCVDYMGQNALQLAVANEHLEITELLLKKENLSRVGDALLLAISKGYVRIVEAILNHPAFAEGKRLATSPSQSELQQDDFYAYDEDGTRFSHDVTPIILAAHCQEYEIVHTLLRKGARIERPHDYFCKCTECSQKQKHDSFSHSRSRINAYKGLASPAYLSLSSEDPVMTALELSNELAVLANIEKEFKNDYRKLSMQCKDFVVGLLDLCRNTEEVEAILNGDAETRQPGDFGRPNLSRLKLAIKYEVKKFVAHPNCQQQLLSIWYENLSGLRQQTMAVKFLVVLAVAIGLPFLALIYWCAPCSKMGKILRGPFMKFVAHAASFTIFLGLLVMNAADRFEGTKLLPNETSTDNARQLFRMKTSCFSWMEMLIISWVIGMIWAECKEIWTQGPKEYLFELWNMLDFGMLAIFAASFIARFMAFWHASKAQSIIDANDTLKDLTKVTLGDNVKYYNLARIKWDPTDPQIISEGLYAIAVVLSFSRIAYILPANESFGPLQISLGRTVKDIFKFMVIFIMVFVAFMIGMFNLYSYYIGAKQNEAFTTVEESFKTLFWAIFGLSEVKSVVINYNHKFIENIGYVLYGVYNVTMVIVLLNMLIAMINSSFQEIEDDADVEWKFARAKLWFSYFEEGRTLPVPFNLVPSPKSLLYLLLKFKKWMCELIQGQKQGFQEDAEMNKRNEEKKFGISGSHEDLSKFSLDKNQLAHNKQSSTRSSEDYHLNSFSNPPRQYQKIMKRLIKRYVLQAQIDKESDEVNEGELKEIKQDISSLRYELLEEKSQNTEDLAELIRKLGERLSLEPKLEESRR
TRPC6 activator: mouse TRPC6 channel activators, primary screen, cell-based, HEK293, membrane potential dye. Short transient receptor potential channel 6 (Mus musculus), Q61143. HEK293-TRPC6 membrane potential dye fluorescence; hits give high values. B-score at 10 µM. 310,000 compounds, 0.13% hits. AID 2550, 2010;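 active = B-score of the integrated fluorescence ratio above library mean plus 3 SD, and starting fluorescence ratio within library mean plus 5 SD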;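 note: higher score means more depolarization so channel activation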
The depositor's hits bear a star; i = inactive; ? = inconclusive; nt = no result given.

Molecule	MrgX1 PAM	MrgX1 agonist	AI-2 QS mod	HIF activator	TRPC4 inh	MrgX1 antagonist	PolyA inh	TRPC4 agonist	TRPC4 potent	TRPC6 inh	TRPC6 activator
COc1cccc(CNC(=O)CCNS(=O)(=O)c2ccc(Br)s2)c1	i	i	21	-0.2	i	i	i	i	i	i	i
CC(=O)c1cc(CN2CCN(CC=C(C)C)C(CCO)C2)cs1 (stereo not drawn)	i	i	13	-0.8	i	i	i	i	i	i	i
C=C(C)Cc1c(C)c(C#N)c2nc3ccccc3n2c1N1CCCCC1	i	i	15	0.0	i	i	i	i	i	i	i
CCOC(=O)c1cn2nc(-c3ccc(OC)cc3)cc2nc1C1CCN(C(=O)OC(C)(C)C)CC1	i	i	2	-0.7	i	i	i	i	i	i	i
COc1cccc(C(=O)N2CCN(c3ncccn3)CC2)c1	i	i	8	-0.4	i	i	i	i	i	i	i
CC(=O)c1c(C)n(-c2ccc(Br)cc2)c2ccc(O)cc12	i	i	-7	0.4	i	i	i	i	i	i	i
COc1ccc(C2CCCN2C(=S)Nc2cccc(C)c2C)cc1OC (stereo not drawn)	i	i	31	0.6	i	i	i	i	i	i	i
CC(C)(C)NC(=S)N1CCC(C(=O)c2ccc(F)cc2)CC1	i	i	nt	0.1	i	i	i	i	i	i	i

Molecule	MrgX1 PAM	MrgX1 agonist	AI-2 QS mod	HIF activator	TRPC4 inh	MrgX1 antagonist	PolyA inh	TRPC4 agonist	TRPC4 potent	TRPC6 inh	TRPC6 activator
CC(C)S(=O)(=O)C/C(N)=N/OS(=O)(=O)c1ccc(Cl)cc1	i	i	35	-0.3	i	i	i	i	i	i	i
Cc1cccc(S(=O)(=O)Nc2nc3ccccc3nc2Nc2cccc(C(=O)O)c2)c1	i	i	33	-0.5	i	i	i	i	i	i	i
COc1ccc2oc(C(=O)N3CCCc4ccccc43)c(C)c2c1	i	i	36	1.6	i	i	i	i	i	i	i
CS(=O)(=O)c1cccc(C(=O)Nc2ccc(-c3nc4ccccc4[nH]3)cc2)c1	i	i	-1	1.3	i	i	i	i	i	i	i
C=CCNC(=O)c1ccccc1NC(=O)C1COc2ccccc2O1 (stereo not drawn)	i	i	16	-0.2	i	i	i	i	i	i	i
CCCC(C(=O)Nc1ccc(S(=O)(=O)N2CCCC2)cc1)c1ccccc1 (stereo not drawn)	i	i	34	-0.2	i	i	i	i	i	i	i
CC1=CC(C)(C)N2C(=O)C3(C(C#N)=C(N)OC4=C3C(=O)CC(C)(C)C4)c3cccc1c32 (stereo not drawn)	nt	nt	-2	-1.6	i	nt	i	i	i	i	i
Cc1onc(-c2ccccc2)c1C(=O)Nc1nc(-c2ccc(F)c(F)c2)cs1	i	i	40	-0.4	i	i	i	i	i	i	i

Molecule	MrgX1 PAM	MrgX1 agonist	AI-2 QS mod	HIF activator	TRPC4 inh	MrgX1 antagonist	PolyA inh	TRPC4 agonist	TRPC4 potent	TRPC6 inh	TRPC6 activator
O=C(NCCc1ccccc1)c1ccnc(/C=N/O)c1	i	i	?	0.2	i	i	i	i	i	i	i
CCn1c(CC(=O)Nc2ccccc2F)nnc1SCC(=O)Nc1nncs1	i	i	27	-0.2	i	i	i	i	i	i	i
Cc1onc(-c2ccccc2)c1C(=O)OCC(=O)NCc1ccc(F)cc1	i	i	28	-0.1	i	i	i	i	i	i	i
O=C(CSc1ccc(-c2ccccn2)nn1)Nc1cccc(F)c1	i	i	0	5.3	i	i	i	i	i	i	i
CCOc1cc(/C=N/NC(=O)Cc2ccc(C(F)(F)F)cc2[N+](=O)[O-])ccc1O	i	i	3	-0.2	i	i	i	i	i	i	i
CC(C)Cc1ccc(C(C)C(=O)Nc2ccc(O)cc2)cc1 (stereo not drawn)	i	i	31	0.0	i	-8.2*	i	52*	i	i	i
CCN1C(=S)SC(=O)C1=C1C=C(C)N(Cc2ccco2)C(C)=C1	i	i	24	3.9	i	i	nt	i	i	i	i
Cc1cc(C(=O)N/N=C/C=C/c2ccccc2[N+](=O)[O-])c(C)o1	i	i	3	-0.5	i	i	i	i	i	i	i

Molecule	MrgX1 PAM	MrgX1 agonist	AI-2 QS mod	HIF activator	TRPC4 inh	MrgX1 antagonist	PolyA inh	TRPC4 agonist	TRPC4 potent	TRPC6 inh	TRPC6 activator
Cc1ccc(-c2cccc(CN3CCN(C(C)C)C(CCO)C3)c2)o1 (stereo not drawn)	i	i	-2	0.0	i	i	i	i	i	i	i
O=C(Oc1ccc(Br)cc1C(=S)N1CCOCC1)c1ccccc1	i	i	0	-1.5	i	i	i	i	i	i	i
O=C(O)C1=C[C@H](c2ccc3c(c2)OCO3)C[C@H](OCCCCO)O1	i	i	-3	1.9	i	i	i	i	i	i	i
Cn1c(=O)c2[nH]c(N/N=C(/C#N)C(N)=O)nc2n(C)c1=O	i	i	19	-1.1	i	i	i	i	i	i	i
COc1ccc(CNC(=O)N[C@H](C(=O)O)C(C)C)cc1OC	i	i	9	0.4	i	i	i	i	i	i	i
N=c1sccn1CC(=O)Nc1cccc2ccccc12	i	i	30	0.0	i	i	i	i	i	i	i
C#CCOCCOCCOCCNc1nc(N2CCN(C(=O)[C@H](C(C)C)n3cc(CCO)nn3)CC2)nc(N2CCN(C(=O)[C@H](CCCCN)n3cc(CCCC)nn3)CC2)n1	i	i	19	-1.2	i	i	i	i	i	i	i
CCc1ccc(NC(=O)c2ccccc2SC)cc1	i	i	9	3.7	i	i	i	i	i	i	i

Molecule	MrgX1 PAM	MrgX1 agonist	AI-2 QS mod	HIF activator	TRPC4 inh	MrgX1 antagonist	PolyA inh	TRPC4 agonist	TRPC4 potent	TRPC6 inh	TRPC6 activator
CC1=C(C(=O)N2CCc3ccccc32)C2(CCC(C)CC2)OC1=O (stereo not drawn)	i	i	14	-0.6	i	i	nt	i	i	i	i
Cc1ccc(C(=O)NCC(=O)NCC(=O)OCc2ccc(F)cc2)cc1	i	i	7	-0.1	i	i	i	i	i	i	i
N#CCSc1nnc(COc2cccc3ccccc23)n1-c1cccc(Cl)c1	i	i	12	-0.4	i	i	i	i	i	i	i
O=C(O)Cc1ccc2c(c1)N(S(=O)(=O)c1cccs1)CC(C(=O)O)O2 (stereo not drawn)	i	i	15	-0.1	i	i	nt	i	i	i	i
CCN(CC)S(=O)(=O)c1ccc(-c2nnc(SCc3nnc(-c4ccc(C)cc4)o3)o2)cc1	i	i	9	-0.3	i	i	i	i	i	i	i
Cc1cc2c(ncn2C)c(NS(=O)(=O)c2ccc(F)cc2)c1C	i	i	26	-0.2	i	i	i	i	i	i	i
Cc1nn(Cc2c(F)c(F)c(F)c(F)c2F)c(C)c1NC(=O)c1ccnn1C	i	i	7	0.1	i	i	i	i	i	i	i
CCCCOc1ccc(/C=C/C(=O)NCCc2nc3ccccc3[nH]2)cc1	i	i	6	-0.7	i	i	i	i	i	i	i

Molecule	MrgX1 PAM	MrgX1 agonist	AI-2 QS mod	HIF activator	TRPC4 inh	MrgX1 antagonist	PolyA inh	TRPC4 agonist	TRPC4 potent	TRPC6 inh	TRPC6 activator
O=C(c1ccc(OC2CCN(CCc3ccccc3)CC2)cc1)N1CCC[C@H]1CO	nt	nt	0	2.0	i	nt	i	i	i	i	i
O=[N+]([O-])/C(C(Cl)=C(Cl)Cl)=C(\Sc1ccccc1)N1CCCCC1	i	i	3	0.1	i	i	i	i	i	i	i
CC(C)CC(=O)Nc1cc2c3c(c1)C(C)C(=O)N3CCC2 (stereo not drawn)	i	i	11	-0.1	i	i	i	i	i	i	i
Cc1ccc(C)c(NC(=O)C2=CCN(S(=O)(=O)c3ccc(F)cc3)CC2)c1	i	i	16	nt	i	i	i	i	i	i	i
CC(=O)Oc1cc2c(C(=O)NCCN3CCOCC3)c(C)oc2c2ccccc12	i	i	14	1.0	i	i	i	i	i	i	i
COc1ccc(-c2[nH]c(-c3ccc(Cl)cc3)nc2SCC(=O)Nc2nccs2)cc1	i	i	23	-0.1	i	i	i	i	i	i	i
COc1cc(C(=O)O)ccc1OC(C)=O	i	i	21	-0.1	i	i	i	i	i	i	i
C/C(=N/NC(=O)c1ccc(Br)o1)c1cccs1	i	i	8	4.1	i	i	i	i	i	i	i

Molecule	MrgX1 PAM	MrgX1 agonist	AI-2 QS mod	HIF activator	TRPC4 inh	MrgX1 antagonist	PolyA inh	TRPC4 agonist	TRPC4 potent	TRPC6 inh	TRPC6 activator
C=CCN1C(=O)/C(=N/n2cnnc2)c2ccccc21	i	i	-7	-0.3	i	i	i	i	i	i	i
CC(C)N=C(NS(=O)(=O)c1ccc(Br)cc1)c1ccc(Cl)cc1	i	i	21	-1.6	i	i	i	i	i	i	i
CCOc1ccc(N(CC(=O)NC2CCCC2)S(=O)(=O)c2c(C)noc2C)cc1	i	i	22	nt	i	-4.8*	i	i	i	i	i
CN(C)c1ccc(NC(=O)CCN2C(=O)c3cccc([N+](=O)[O-])c3C2=O)cc1	i	i	5	-29	i	i	i	i	i	i	i
Cn1c(=O)c([N+](=O)[O-])c(Oc2ccccc2)c2ccccc21	nt	nt	14	0.1	i	nt	i	i	i	i	i
COc1ccc(Nc2nnc(C)c(=O)[nH]2)cc1	i	i	1	0.0	i	i	i	i	i	i	i
CN(C)S(=O)(=O)Oc1ccsc1C(=O)Nc1cccc(Cl)c1Cl	i	i	-3	0.1	i	i	i	i	i	i	i
COc1cccc(C2CC(=O)Nc3c2c(=O)n(C)c(=O)n3C)c1OC (stereo not drawn)	i	i	22	0.0	i	i	i	i	i	i	i

This is a subset (hit frequency here may not be typical).
